# WRN inhibitor = inhibitors of human WRN helicase. Potency, µM (titrated, usually from 114 µM), without a hit: at the top dose activity change, negative = inhibition, actives largely listed as inhibitors. 360,000 tested, 0.46% active. AID 651768. Q14191. WRN helicase unwinding, fluorescent forked duplex, kinetic; further: potency means the concentration at half of the fitted maximal effect; on the % scale 0 is the no-effect control and ±100 the full control effect; nearly all actives have a fitted effect of over 55% in size
#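 Screening of the MLSMR collection measured strand separation of a quenched forked DNA duplex (100 nM) by 20 nM WRN with 2 mM ATP, all final. Compounds were preincubated with enzyme 15 min at room temperature.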
# FUS yeast rescue = suppressors of FUS proteinopathy in yeast; AID 1347120; Potency, µM (series often up to 76.6 µM), for inactives: top-dose growth rescue (activation), hits mostly activators; 390,000 tested, 0.24% active; S. cerevisiae FUS-expressing, growth rescue, OD600, 24 h;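 further: potency means the concentration at half of the fitted maximal effect; plate controls were DMSO vehicle for no effect and reference control for full effect; nearly all actives have a fitted effect of over 55% in size; some results filed as inactive show a strong effect at the top dose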
#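 Restored growth of FUS-toxic S. cerevisiae, read as 600 nm absorbance after 24 h at 30C in galactose medium (starting OD 0.005). Controls CP55940 and DMSO.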
# Abeta rescue = restores growth of yeast expressing A-beta42 peptide | yeast expressing A-beta42, growth rescue, OD600, 48 h; response scale: 0% DMSO, 100% iron-clioquinol control | Potency, µM (highest dose often 46.1 µM), inactives show at the top dose growth rescue, most hits filed as activators | 410,000 tested, 0.063% active | AID 1347071; further: potency means the concentration at half of the fitted maximal effect; nearly all actives have a fitted effect of over 55% in size
#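 Yeast growth medium received pinned compounds, then yeast cells expressing toxic A-beta were added; plates incubated at 30 C for 48 hr. Growth read as absorbance at 600 nm, normalized to DMSO and equimolar FeCl3 plus clioquinol controls.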
# PLK1 PBD inh = blocks phosphopeptide binding to human PLK1 polo-box domain; P53350; Plk1 PBD binding of FITC phosphopeptide, fluorescence polarization; Potency, µM, for the others: max response, negative = inhibition, actives largely listed as inhibitors; 360,000 tested, 2.8% active; AID 720504; further: potency means the concentration at half of the fitted maximal effect; series mostly up to about 57 µM; on the % scale 0 is the no-effect control and ±100 the full control effect; nearly all actives have a fitted effect of over 65% in size
# Target sequence (P53350 whole entry, looked up, the tested form may be a part): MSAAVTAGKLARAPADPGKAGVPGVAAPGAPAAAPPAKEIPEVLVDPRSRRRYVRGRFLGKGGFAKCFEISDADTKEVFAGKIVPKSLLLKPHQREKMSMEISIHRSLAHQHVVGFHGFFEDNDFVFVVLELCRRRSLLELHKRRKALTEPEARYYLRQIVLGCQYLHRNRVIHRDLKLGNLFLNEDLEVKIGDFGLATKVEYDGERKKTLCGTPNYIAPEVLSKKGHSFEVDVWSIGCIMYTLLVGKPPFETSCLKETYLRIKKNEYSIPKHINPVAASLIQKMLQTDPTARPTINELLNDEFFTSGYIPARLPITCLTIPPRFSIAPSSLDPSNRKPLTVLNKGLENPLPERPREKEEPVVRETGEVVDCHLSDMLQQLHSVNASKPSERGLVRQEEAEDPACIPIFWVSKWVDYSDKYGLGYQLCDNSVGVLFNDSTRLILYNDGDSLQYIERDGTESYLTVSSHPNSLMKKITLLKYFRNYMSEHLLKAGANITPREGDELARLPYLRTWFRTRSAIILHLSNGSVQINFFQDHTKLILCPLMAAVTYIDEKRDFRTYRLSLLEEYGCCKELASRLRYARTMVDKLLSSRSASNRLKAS
# EPAC1 antag = antagonists of human EPAC1. EPAC1 GEF assay, Rap1b-BODIPY-GDP exchange fluorescence. 360,000 tested, 0.14% active. Potency, µM (top dose mostly 115 µM), for inactives: at the highest dose activity change, negative = inhibition, most hits filed as inhibitors. AID 720709;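 further: potency means the concentration at half of the fitted maximal effect; plate controls were vehicle for no effect and positive control for full effect; nearly all actives have a fitted effect of over 50% in size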
# EPAC1 ag = EPAC1 (human) agonism. EPAC1 agonist qHTS, biochemical assay; response scale: 100% = response to 6.5 mM cAMP. Potency, µM (highest dose often 154 µM), for inactives: at the highest dose activation, most hits filed as activators. 360,000 tested, 0.073% active. AID 720707; further: potency means the concentration at half of the fitted maximal effect; nearly all actives have a fitted effect of over 60% in size
#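 Compounds were pinned as a concentration titration into mixtures of EPAC1 (100 nM), BODIPY-GDP-loaded Rap1B (250 nM) and GDP (50 uM). After 5 min at room temperature, fluorescence was followed for 30 min; activity was scaled to 6.5 mM cAMP.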
# PI5P4Ka inh = blocks human PI5P4K alpha kinase activity | P48426 | PI5P4Kalpha enzyme, ADP-Glo luminescence, 60 min; hits give low values | max response, % | 330,000 tested, 1.2% active | AID 652105; active means max response of -50% or lower; inconclusive means between -30% and -50%; inactive means -30% or higher; further: value at the top dose of about 77 µM; on the % scale 0 is the no-effect control and ±100 the full control effect
# Target sequence (P48426 whole entry, looked up): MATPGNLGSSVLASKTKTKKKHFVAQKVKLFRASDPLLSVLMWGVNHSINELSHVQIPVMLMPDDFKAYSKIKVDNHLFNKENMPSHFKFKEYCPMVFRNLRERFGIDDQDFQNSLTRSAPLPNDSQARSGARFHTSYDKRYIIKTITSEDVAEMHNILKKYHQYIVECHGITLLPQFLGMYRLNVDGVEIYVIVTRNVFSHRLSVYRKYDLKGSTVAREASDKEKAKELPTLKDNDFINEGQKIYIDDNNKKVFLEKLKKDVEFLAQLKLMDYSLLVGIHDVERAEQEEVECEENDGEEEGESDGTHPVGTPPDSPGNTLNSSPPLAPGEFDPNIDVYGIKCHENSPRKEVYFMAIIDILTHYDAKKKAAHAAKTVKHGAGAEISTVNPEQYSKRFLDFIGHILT
#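 Single end-point luminescence (ADP-Glo) quantified ADP from PI5P4Kalpha turnover; ATP 5 microM final, 1 h at RT, 0.1% CHAPS and 0.28 mM EGTA in HEPES pH 7.4.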
# aSyn rescue = rescues yeast growth from alpha-synuclein toxicity; 370,000 tested, 0.14% active; AID 652106; Yeast expressing alpha-synuclein, growth rescue, BacTiter-Glo, 24 h; Potency, µM (highest dose often 46.1 µM), for inactives: top-dose growth rescue (activation), actives largely listed as activators; further: potency means the concentration at half of the fitted maximal effect; % of control where 0% means no effect; nearly all actives have a fitted effect of over 65% in size
#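 Readout is rescue of growth in alpha-synuclein-expressing yeast, so inhibitors of toxicity appear as activators. Growth after 24 hr at 30 deg C in galactose medium is quantified by luminescence.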
# IL2 activator = activates IL-2 in a cell-based reporter assay | IL-2 activation reporter assay, cell-based qHTS; stimulated with anti-CD3/CD4/CD28 beads; in transgenic mouse T cells | AID 652025 | 360,000 tested, 0.065% active | activation, % (series mostly up to about 46 µM); in the data active means activation above about 50%; inconclusive means mostly about 30% to 49%; further: 0% is about no effect
#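 Unstimulated transgenic mouse T cells preincubated 60 min with compound, then stimulated with anti-CD3/anti-CD4-coated beads plus anti-CD28 for 18 h at 37 degrees C. IL-2 response read as EGFP and DsRed fluorescence by plate cytometry.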
# An asterisk follows results filed as active; ? = inconclusive; . = no result given; [ ] = dose if it differs, or a comment. Unless noted, the call rests on the fitted dose curve; in most records, active means well fitted curve in the direction sought with a large enough effect; inconclusive means small, poorly fitted or top-dose-only effect, or another doubt; inactive means no such curve, though single readings can be large; an effect the other way counts as inactive or inconclusive.
structure	IL2 activator	EPAC1 antag	WRN inhibitor	PLK1 PBD inh	EPAC1 ag	PI5P4Ka inh	aSyn rescue	Abeta rescue	FUS yeast rescue
O=C(NCc1ccc(N2CCCC2=O)cc1)Nc1cccc(Cl)c1	-1.2	-7%	-6%	1%	4%	.	6%	3%	-12%
CC(C)S(=O)(=O)c1csc(NC(=O)Nc2ccc(Cl)cc2)c1Cl	-1.7	-4%	-21%	-10%	14%	5	-17%	-62%[inhibitor]	-1%
CC(C)OC(=O)CSc1nnc(-c2cnccn2)n1C	0.5	4%	6%	-1%	3%	-9	0%	19%	13%
O=C(N/N=C/c1ccncc1)c1cccc(N/N=C/c2ccncc2)c1	-2.1	8%	-14%	-23%	-6%	-7	0%	-11%	9%
COc1ccc(NC(=O)Nc2nnc(-c3ccccc3F)s2)cc1	0.3	13%	-3%	1%	-6%	-1	3%	2%	-3%
COC(=O)Cn1cc(/C=C/c2cc[n+](C)cc2)c2ccccc21	2.1	-3%	-13%	39%[activator]	-9%	-7	-8%	11%	-2%
Nc1ncc([N+](=O)[O-])cc1S(=O)(=O)c1ccccc1	0.7	-15%	5%	4%	2%	-1	7%	13%	-22%
C/C=C/c1ccc(OCCOc2ccc(C=O)cc2)c(OC)c1	3.9	-12%	-32%[57.1 µM]	-3%	5%	-3	13%	6%	4%
O=C(CNC1CCCC1)Nc1ccc(S(=O)(=O)N2CCCCC2)cc1	-3.4	-23%	-6%	-5%	4%	-5	1%	-12%	20%
CCOC(=O)c1ccc(NS(=O)(=O)c2c(C)n(C)c(=O)n(C)c2=O)cc1	-0.4	12%	-4%	-9%	-6%	2	-11%	-12%	-12%
COCc1c(C#N)c(NCCc2ccc(F)cc2)nc(C)c1[N+](=O)[O-]	-1.8	-19%	-7%	3%	-1%	13	-1%	-13%	.
COc1ccc(CN(C)C(C)C(=O)Nc2ccc(S(=O)(=O)N3CCCCC3)cc2)c(OC)c1 (stereo not drawn)	-0.4	-10%	-17%	5%	-1%	5	5%	2%	24%
COCCCNc1nc2c(c(=O)[nH]c(=O)n2C)n1CC(O)COc1cccc(C)c1 (stereo not drawn)	-2.9	-14%	-22%	-3%	2%	8	0%	-5%[9.22 µM]	-6%
COc1ccc(C(=O)NC(C)c2ccc(-n3ccnc3)cc2)c(OC)c1 (stereo not drawn)	-1.6	-6%	-4%	0%	-11%	3	-1%	4%	-1%
COc1cc2c(=O)n(Cc3ccccc3)c(=O)n(CC(=O)NCCc3ccccc3)c2cc1OC	-0.3	-4%	3%	1%	0%	0	4%	5%	-29%
C=CCN1CC(c2nc3ccccc3n2Cc2ccccc2)CC1=O (stereo not drawn)	-0.1	-1%	10%	-3%	-2%	.	1%	23%	22%
CN(C)c1ccc(/C=N/NC(=O)c2ccc(Cl)cc2)cc1	-2.5	-6%	-13%	0%	5%	.	-7%	6%	5%
Cc1ccccc1NC(=S)N1CCN(Cc2ccc3c(c2)OCO3)CC1	-0.2	-3%	2%	-7%	4%	7	1%	10%	-11%
Cn1c(=O)c(-c2cc(=O)[nH][nH]2)c(O)c2ccccc21	0.0	?	-33%	?	-9%	?	-3%	1%	28%
Cc1ccc2c(c1)nnn2C1CCN(S(=O)(=O)c2ccc(C(=O)N(C)C3CCCCC3)cc2)CC1	2.0	-4%	3%	-12%	8%	.	1%	1%	?
CCOC(=O)c1c(C)c[nH]c1C	0.8	-5%	5%	-15%	7%	1	0%	2%	3%
COC(=O)c1cccc(-n2c(C)cc(/C=C3\SC(=O)NC3=O)c2C)c1	-2.1	-19%	-13%	-28%	-3%	-2	2%	-13%	?
CCN(CC)S(=O)(=O)c1ccc(/C=C/C(=O)N(c2ccccn2)C2CCCCC2)cc1	1.2	-2%	14%	-6%	7%	2	6%	-14%	-5%
O=C(Nc1nnc(-c2ccccc2)s1)c1cc(S(=O)(=O)N2CCOCC2)c(Cl)cc1Cl	-0.4	-5%	-6%	-17%	9%	1	0%	18%	7%
CC(=O)c1cccc(NC(=O)c2ccc(-c3ccccc3[N+](=O)[O-])o2)c1	-1.1	16%	-21%[57.1 µM]	1%	22%	3	0%	1%	6%
Cc1c(C(=O)NC2CCN(Cc3ccccc3)C2)oc2c(Cl)cccc12 (stereo not drawn)	-0.5	2%	-12%	1%	0%	7	-6%	-3%	18%
NS(=O)(=O)c1ccc(NC(=O)C2C3C=CC(C3)C2C(=O)O)cc1 (stereo not drawn)	-1.2	-7%	-5%	-13%	-7%	-1	1%	-5%	17%
CCOc1ccc(-c2c(C(=O)N/N=C/c3cccnc3)nnn2-c2nonc2N)cc1	5.5	-30%	7%	2%	-6%	2	1%	.	7%
CCOC(=O)C1C(=O)NC(c2ccccc2)=NC1c1ccc(Cl)cc1 (stereo not drawn)	-0.5	2%	3%	-5%	-1%	0	0%	-16%	7%
CC(=O)C1=C(O)CC(c2ccccc2)CC1=NCCc1c(C)[nH]c2ccc(C)cc12 (stereo not drawn)	-2.6	-7%	3%	-22%	-26%	0	-1%	-22%	-14%
Cn1nnc2cc(NC(=O)Nc3ccccc3F)ccc21	-0.4	-7%	4%	-21%	7%	-12	-2%	-6%	-21%
CCS(=O)(=O)N1CCC2(CC1)OCCN2S(=O)(=O)c1ccc(OC)cc1	1.4	4%	-15%	-3%	-3%	3	-3%	3%	6%
CCOC(=O)c1ccc(NC(=O)c2ncn3c2C(=O)N[C@H](C)C3)cc1	-0.7	13%	-1%	-2%	-1%	-8	-3%	-6%	-19%
C#CCOCCOCCOCCNc1nc(N2CCN(C(=O)[C@H](CCCCN)n3cc(CN)nn3)CC2)nc(N2CCN(C(=O)[C@H](CCCCN)n3cc(CN)nn3)CC2)n1	0.7	4%	-26%	-12%	2%	1	3%	-5%	-17%
O=C(NCc1ccccc1)c1ccc2c(c1)C(=O)N(CC1CCCO1)C2=O (stereo not drawn)	1.0	-7%	-8%	-7%	3%	8	-2%	8%	?
C=CCn1cc(/C=N\NC(=O)c2cc3c(ccc4ccccc43)o2)c2ccccc21	0.1	-18%	1%	-1%	0%	15	20%	-8%	18%
Cc1ccnc(NC(=O)c2ccccc2[N+](=O)[O-])c1	-0.6	5%	4%	9.5µM*	12%	-7	0%	-1%	6%
Cc1ccc(CN(C)C(=O)c2c(C)nn(-c3ccccc3)c2C)cc1	-0.8	-6%	-3%[57.1 µM]	2%	-1%	5	-1%	-18%	-16%
COc1ccc(CN2CCN(C(=O)c3ccc(S(=O)(=O)N4CCCCCC4)cc3)CC2)cc1	-1.0	?	-14%	-8%	?	-13	0%	10%	25%
COc1ccc(-c2csc(NC(=O)CSC(C)C(=O)Nc3cc(C)on3)n2)cc1OC (stereo not drawn)	-0.8	-3%	-9%	-3%	-1%	-4	8%	4%	3%
CCCn1c(=O)c2ccccc2n2c(SCC(N)=O)nnc12	2.3	0%	6%	-25%	5%	-1	-1%	1%	-3%
COc1ccc2cc3cc(C(=O)N4CCCCCC4)oc3nc2c1	-0.5	-7%	-5%	3%	9%	-1	3%	-16%	-21%
Cc1ccc(S(=O)(=O)N(Cc2nccn2C)C(C)C)cc1	-0.6	4%	5%	-9%	-1%	.	6%	-5%	12%
COc1ccccc1-c1noc(-c2ccccc2C(=O)NCc2ccco2)n1	5.9	-16%	4%[57.1 µM]	8%	0%	2	1%	-8%	12%
CCc1c(C)nc2ncnn2c1N1CCC(C(=O)NCc2ccc3c(c2)OCO3)CC1	-2.8	2%	1%	0%	2%	.	-1%	7%	12%
c1cc2c(cc1C1=NNC(=NC3CC3)SC1)OCCO2	-0.5	-12%	0%	-29%	-1%	-51*	-38%[inhibitor]	-58%[inhibitor]	8%
COc1ccccc1C(=O)NC(=O)COC(=O)CCNS(=O)(=O)c1ccccc1	0.6	-10%	-5%	0%	-5%	-8	4%	3%	1%
CSc1ccc(N/N=C(/C#N)S(=O)(=O)C(C)(C)C)cc1	-0.5	-14%	0%[57.1 µM]	21µM*	5%	0	2%	3%	-19%
Cn1c(=O)c2c(nc(CN3CCC(C(N)=O)CC3)n2Cc2ccccc2F)n(C)c1=O	-0.9	10%	-6%	0%	8%	5	3%	9%	10%
COC(=O)c1cccc(CN2C(=O)C(C)Oc3ccc(C)cc32)c1 (stereo not drawn)	-0.6	?	-9%	-6%	-17%	-1	21%	-5%	15%

# (continued)
structure	IL2 activator	EPAC1 antag	WRN inhibitor	PLK1 PBD inh	EPAC1 ag	PI5P4Ka inh	aSyn rescue	Abeta rescue	FUS yeast rescue
O=C(C1CCCO1)N1CCN(C(=S)Nc2ccccc2C(F)(F)F)CC1 (stereo not drawn)	-1.4	-16%	3%	-12%	13%	-8	-2%	-14%	7%
Cc1cc(Br)cn2c(Cc3ccsc3)c(C3CCCCC3)nc12	1.4	-1%	-3%	?	6%	-18	10%	5%	2%
O=C(NC1CCN(Cc2ccccc2)CC1)C12CC3CC(CC(C3)C1)C2	1.8	-3%	4%	-2%	5%	.	13%	-2%	17%
O=S(=O)(c1ccc2nnn(O)c2c1)N1CCCCC1	-0.1	16%	3%	0%	-1%	?	1%	-18%	-1%

# Whole records, looked up by structure. Order of values: IL2 activator	EPAC1 antag	WRN inhibitor	PLK1 PBD inh	EPAC1 ag	PI5P4Ka inh	aSyn rescue	Abeta rescue	FUS yeast rescue
# O=S(=O)(c1ccc2nnn(O)c2c1)N1CCCCC1 as listed: -0.1	16%	3%	0%	-1%	?	1%	-18%	-1%
# O=C(NC1CCN(Cc2ccccc2)CC1)C12CC3CC(CC(C3)C1)C2 as listed: 1.8	-3%	4%	-2%	5%	.	13%	-2%	17%

# Source: PubChem BioAssay (National Center for Advancing Translational Sciences (NCATS))

# Hits appear at their usual frequency; overall some 4.1% were active at least once.
